# HCMV inh: inhibitors of human cytomegalovirus; 410,000 compounds, 4.5% hits; HFF cells, HCMV-luciferase reporter, 72 h; stronger effect = lower value; AID 1259415; activity change, negative = inhibition, % at 57.5 µM; in the data active = activity change below about -60%; inconclusive = no clear call, values can overlap the other calls; inactive = above about -39%
#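 Steps: HFFs plated, 16 h 37C; compounds added; HCMV-luciferase added to MOI 1 PFU/cell; 72 h 37C; OneGlo reagent, 5 min room temperature; luminescence read, normalized to controls.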
# Sm TGR block: inhibitors of Schistosoma mansoni thioredoxin glutathione reductase; Potency, µM (series often up to 114 µM), for inactives: top-dose activity change, negative = inhibition, usual class: inhibitors; 360,000 compounds, 3% hits; purified TGR, DTNB reduction, TNB absorbance 405 nm; Q962Y6; note: potency is the fitted concentration of half-maximal effect; nearly all actives have a fitted effect of over 60% in size
#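 TGR 20 nM + NADPH 100 uM (dispensed conc.), cpd preinc 15 min RT; start with NADPH (500 uM addition) then DTNB (15 mM addition). Kinetic TNB absorbance, 405 nm filter. Four-parameter Hill fit across titration.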
# FBPA Giardia inh: Giardia lamblia aldolase inhibition; purified Giardia FBPA; Potency, µM (doses to about 59.6 µM), for the others: top-dose activity, negative = inhibition, actives largely listed as inhibitors; 290,000 compounds, 0.71% hits; note: potency is the fitted concentration of half-maximal effect; nearly all actives have a fitted effect of over 55% in size
# Target sequence (A8B2U2 whole entry, looked up): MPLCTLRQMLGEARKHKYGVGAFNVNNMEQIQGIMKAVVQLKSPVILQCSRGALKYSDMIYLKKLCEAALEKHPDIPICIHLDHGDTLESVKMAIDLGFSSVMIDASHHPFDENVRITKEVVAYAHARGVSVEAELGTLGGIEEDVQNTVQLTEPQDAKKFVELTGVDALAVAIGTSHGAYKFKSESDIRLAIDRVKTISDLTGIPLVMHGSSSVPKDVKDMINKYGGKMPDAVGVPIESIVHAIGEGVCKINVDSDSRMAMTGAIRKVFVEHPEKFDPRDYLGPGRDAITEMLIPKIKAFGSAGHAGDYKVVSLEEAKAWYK
#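 40 nM FBPA preincubated 10 min at RT with compound (up to 57.5 uM final), then substrate plus GAPDH/TPI/NAD/arsenate coupling and diaphorase/resazurin added. Fluorescence read after 20 min at RT, 525/598 nm.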
# AmpC inh detg: blocks E. coli AmpC beta-lactamase in detergent assay; AmpC hydrolysis of nitrocefin, absorbance 480 nm, 0.01% Triton; Potency, µM (series often up to 114 µM), for the others: at the highest dose activity change, negative = inhibition, hits mostly inhibitors; 370,000 compounds, 0.041% hits;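 note: potency is the fitted concentration of half-maximal effect; 0% = no-compound wells and -100% = no-enzyme wells; nearly all actives have a fitted effect of over 25% in size; some results filed as inactive show a strong effect at the top dose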
# Target sequence (P00811 whole entry, looked up): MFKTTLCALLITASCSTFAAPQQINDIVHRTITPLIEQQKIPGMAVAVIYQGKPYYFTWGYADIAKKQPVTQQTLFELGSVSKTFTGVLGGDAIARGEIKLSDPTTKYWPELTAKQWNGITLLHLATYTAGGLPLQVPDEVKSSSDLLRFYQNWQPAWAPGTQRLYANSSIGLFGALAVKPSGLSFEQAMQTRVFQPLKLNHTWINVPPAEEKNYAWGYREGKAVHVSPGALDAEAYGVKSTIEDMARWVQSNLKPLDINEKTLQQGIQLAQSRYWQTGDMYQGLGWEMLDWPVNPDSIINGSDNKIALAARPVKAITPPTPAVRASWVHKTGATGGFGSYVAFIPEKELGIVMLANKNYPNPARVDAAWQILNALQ
#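 20 mM phosphate pH 7.0 + 0.01% (detergent screen) or 0.0001% Triton X-100; 5.3 nM AmpC reagent; cpd preinc 15 min RT; nitrocefin (800 uM stock) to start; A480 q20 s × 4 min; Activity was normalised to no-enzyme and no-compound control wells.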
# HCV inh: inhibitors of hepatitis C virus infection. Huh7.5.1 HCVcc-Cre infection, luciferase reporter, 44 h. 340,000 compounds, 3.4% hits. Potency, µM (top dose mostly 41.8 µM), inactives show at the highest dose activity change, negative = inhibition, actives largely listed as inhibitors; note: potency is the fitted concentration of half-maximal effect
#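 Luciferase read-out (15 sec integration) after a 15 min room-temperature substrate step quantifies HCVcc-Cre infection. Cells, 1,000 per well, had compound added 4 h post-plating, then virus at ~0.5 moi, and were cultured 44 h.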
# AmpC inh no detg: blocks E. coli AmpC beta-lactamase in detergent-free assay. AmpC nitrocefin hydrolysis, absorbance 480 nm, 0.0001% Triton. 330,000 compounds, 0.52% hits. P00811. Potency, µM (doses to about 57.1 µM), for inactives: at the highest dose activity change, negative = inhibition, hits mostly inhibitors;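 note: potency is the fitted concentration of half-maximal effect; plate controls were no compound for no effect and no enzyme for full effect; nearly all actives have a fitted effect of over 20% in size; some results filed as inactive show a strong effect at the top dose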
#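 20 mM phosphate pH 7.0 + 0.01% (detergent screen) or 0.0001% Triton X-100; 5.3 nM AmpC reagent; cpd preinc 15 min RT; nitrocefin (800 uM stock) to start; A480 q20 s × 4 min; Activity was normalised to no-enzyme and no-compound control wells.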
# * = called active by the depositor; ? = inconclusive; . = no result given; & = joins results of further samples; ! = not confirmed by another sample; [ ] = remark or other dose. Unless noted, calls come from the whole dose curve; as a rule, active = well fitted curve in the direction sought with a large enough effect; inconclusive = small, poorly fitted or top-dose-only effect, or another doubt; inactive = no such curve, though single readings can be large; an effect the other way counts as inactive or inconclusive. Unless noted, % is set by controls: 0 for no effect and ±100 for the full control effect. Rows were taken by chance (roughly 9.9% active in at least one column).
SMILES,HCMV inh,Sm TGR block,FBPA Giardia inh,AmpC inh detg,HCV inh,AmpC inh no detg
Cc1ccc(CN2CCN(/N=C/c3cc(Br)cc(Br)c3O)CC2)c(C)c1,?,-3.6%,1.8%,-4.5%,-0.8%,-54.8%
O=C(NCCCO)Nc1ccc2nc(-c3ccco3)c(-c3ccco3)nc2c1,.,0.282µM*,?,1.1%,6.4%,-4.0%
Cc1ccc(S(=O)(=O)c2nnn3c2nc(NCc2ccc(F)cc2)c2sccc23)cc1C,-27.2,4.6%,.,-8.2%,.,.
S=c1nc2ccccc2c2nc(-c3cccnc3)[nH]n12,-21.1,8.8%,-2.4%,0.6%,-4.5%,-12.4%
COc1ccc(C(=O)NNC(=O)C(=O)NC(C)c2ccccc2)cc1OC (stereo not drawn),-23.0,-2.4%,-9.4%,-9.5%,13.6%,-29.4%
Cc1cccn2c(=O)c3cc(C#N)c(=NC(=O)c4ccncc4)n(CCCOC(C)C)c3nc12,?,?,-5.0%,-8.7%,2.5%,-5.0%
O=C1COc2ccc(-c3n[nH]c(=O)c4ccccc34)cc2N1,-23.0,-7.8%,-0.4%,-3.6%,-5.2%,-20.5%
COC(=O)c1sccc1NC(=S)N1CCN(C)CC1,10.5,0.9%,0.9%,-0.1%,?,-11.3%
Cc1cccc(NC(=O)c2ccc(-c3ccccc3)s2)c1,92.4,-2.2%,.,-0.8%,.,.
COc1ccccc1NC(=O)Cn1c2ccccc2c2nc3n(c(=O)c21)CCS3,20.5,7.3%,3.8%,3.5%,-19.6%,-14.7%
CCOC(=O)c1sc2ncn(CC(=O)Nc3cc(Cl)ccc3C)c(=O)c2c1C,10.4,1.4%,.,0.4%,.,.
CCCNC(=O)N1[C@H]2CC[C@@H]1C(C(=O)OC)=C(c1ccc(OC(F)(F)F)cc1)C2,-37.6,-29.4%,.,1.4%,?,113.7%[activator]
CCC(C)NC(=O)c1ccc2c(c1)N(Cc1cccc(Cl)c1)C(=O)c1ccccc1S2=O (stereo not drawn),0.0,8.7%,.,9.6%,.,.
CC(=O)N(C)C1(c2nnnn2CCOC(=O)Nc2cccc3ccccc23)CCCC1,18.0,3.4%,-0.5%,-13.4%,8.2%&3.5%,13.4%
COc1ccc(-n2nc3ccc(NC(=O)c4ccc(C#N)cc4F)cc3n2)cc1Cl,?,4.1%,.,-0.9%,.,.
CCOc1ccccc1CNC(=O)C1CCN(S(=O)(=O)c2ccc3[nH]c(=O)ccc3c2)CC1,6.4,8.2%,.,0.6%,.,.
COc1ccsc1C(=O)Nc1ccc(F)cc1F,23.4,8.2%,2.8%,4.1%,-13.2%,-13.5%
Cc1cccc(NC(=O)CCc2c(C)nn(-c3ccc(N4CCCCC4)nn3)c2C)c1,22.0,-23.7%,7.8%,-8.0%,-24.0%,81.7%[activator]
COc1ccc(CCC(=O)OCC(=O)Nc2c(C)nn(-c3ccccc3)c2C)cc1,-6.8,-3.1%,.,?,-4.9%[8.37 µM],?
COc1ccc(C(=O)N/N=C(/C)c2cccc(NC(=O)C(F)(F)F)c2)cc1,81.4,0.9%,7.2%,-12.4%,25.9%,-45.9%
CCN=c1scc(C)n1/N=C/c1ccc(O)c(O)c1O,-2.0,20µM*,?,-3.3%,-4.9%,10µM*
O=[N+]([O-])c1ccc(O)c(CN2CCCCCC2)c1,-2.2,2.0%,-28.1%,?,8.5%,-20.8%
Cc1ccc(NC(=O)CN(C)S(=O)(=O)c2cccc3nsnc23)cc1,-34.7,6.2%,-1.2%,-1.1%,?,0.159µM*
CCOC(=O)c1ccc(NC(=O)Nc2ncc(Cl)cc2Cl)cc1,.,39.8µM*,-15.5%,-8.5%,.,-17.0%

# One compound at a time (already shown). Order of screens: HCMV inh	Sm TGR block	FBPA Giardia inh	AmpC inh detg	HCV inh	AmpC inh no detg
# CC(=O)N(C)C1(c2nnnn2CCOC(=O)Nc2cccc3ccccc23)CCCC1 is listed with 18.0	3.4%	-0.5%	-13.4%	8.2%&3.5%	13.4%
# COc1ccsc1C(=O)Nc1ccc(F)cc1F is listed with 23.4	8.2%	2.8%	4.1%	-13.2%	-13.5%
# O=[N+]([O-])c1ccc(O)c(CN2CCCCCC2)c1 is listed with -2.2	2.0%	-28.1%	?	8.5%	-20.8%
# Cc1ccc(NC(=O)CN(C)S(=O)(=O)c2cccc3nsnc23)cc1 is listed with -34.7	6.2%	-1.2%	-1.1%	?	0.159µM*

# Later entries.
SMILES,HCMV inh,Sm TGR block,FBPA Giardia inh,AmpC inh detg,HCV inh,AmpC inh no detg
CCOP(=O)(OCC)C(NC(=O)Cc1ccccc1)C(Cl)(Cl)Cl (stereo not drawn),-33.2,1.8%,5.1%,-2.3%,17.7%,-11.6%
Cc1ccc(Nc2nnc(SCc3cc(=O)n4cc(C)ccc4n3)s2)cc1,?,4.0%,-6.9%,3.2%,4.4%,-31.4%
COC(=O)C1=C(C(=O)OC)[C@@H]2N(C)c3ccc(OC)cc3[C@@]23C[C@@H](C(=O)OC)N=C3N1,10.4,4.4%,-9.8%[12.9 µM],-0.4%,14.9%,72.2%[activator]
COc1ccc(NC(=S)N(Cc2ccc(C(=O)O)cc2)Cc2ccc(OC)c(OC)c2)cc1,9.1,-12.6%,?,-3.3%,17.0%,-18.5%
COC(=O)c1[nH]c(C)c(/C(O)=C2\C(=O)C(=O)N(CCN(C)C)C2c2cccc(OC)c2OC)c1C (stereo not drawn),-5.6,-9.6%,2.0%,?,25.4%,-16.7%
O=C(Nc1ccccc1F)c1ccc(COc2ccc(Cl)cc2Cl)o1,16.9,?,5.1%,3.1%,?,-26.2%
COc1cc(NC(=O)[C@@H]2CCCN2S(=O)(=O)c2cccc3cccnc23)cc(OC)c1OC,24.5,-13.7%,.,-7.5%,-2.1%,-8.0%
Cn1c(NC(=O)c2ccc(Cl)s2)cc(=O)n(C)c1=O,-20.3,-5.8%,-0.2%,?,13.5%,-9.9%
Cc1ccc(-c2cc(C(=O)Nc3ccc(S(=O)(=O)Nc4nccs4)cc3)c3ccccc3n2)c(C)c1,87.3,-3.9%,-5.1%,-0.9%,-4.6%,-37.9%
COc1cc(/C=C(\C#N)c2nc3ccccc3[nH]2)ccc1OCc1ccc(F)cc1,-77.6*,-4.9%,.,2.2%,.,.
N/C(=N\OC(=O)c1ccc(Cl)cc1[N+](=O)[O-])c1ccccn1,-37.6,0.0%,-1.8%,-5.8%,?,-13.2%
CCCCCOc1ccc(C(=O)NC(CCC)C(=O)O)cc1 (stereo not drawn),24.6,8.0%,27.6%,-10.2%,-24.4%,-12.9%
Cc1cccc(Cc2cnc(N3C(=N)SC(c4ccccc4)C3=O)s2)c1 (stereo not drawn),4.4,-7.7%,14.9%,-4.2%,17.3%,-40.4%
CC1CN=C(NC(=O)c2cccc([N+](=O)[O-])c2)S1 (stereo not drawn),126.6,-30.5%,-29.9%,-6.1%,0.0%,-20.5%
OCC[C@@H]1C[C@@H](O)[C@H](O)[C@]2(CCCc3ccccc3O2)O1,0.5,7.8%,9.7%,3.5%,0.8%,-9.1%
Cc1ccc(CS(=O)(=O)Cc2ccc(C(=O)NCCc3ccccc3)o2)cc1,-21.2,-13.1%,.,0.5%,-10.2%,13.0%
COc1ccc2c(c1)C(=O)CC(c1ccccc1F)O2 (stereo not drawn),-17.4,5.0%,-3.9%,-4.7%,?,-22.8%
COc1ccc(NS(=O)(=O)c2ccc(O)c(C(=O)OCC(=O)N3CC(C)OC(C)C3)c2)cc1 (stereo not drawn),-18.1,-9.4%,4.2%,?,2.0%,-0.7%
COc1ccc(-c2cc(C(=O)OC3CCOC3=O)c3ccccc3n2)cc1 (stereo not drawn),-8.3,0.2%,-4.1%,0.0%,13.6%,-15.8%
CCOc1ccc(C(=O)NCC2CCN(CC3CCCCC3)CC2)cc1,36.2,2.0%,9.4%,?,-8.5%,-17.8%
COCCn1c(SCC(=O)NC(=O)NCc2ccccc2)nc2ccccc2c1=O,?,-17.4%,.,-10.6%,?,-14.8%
CS(=O)(=O)Nc1ccc(C(=O)N2CC(=O)Nc3ccccc32)cc1,15.1,-28.8%,-9.1%,-0.6%,6.1%,-0.8%
O=C(Nc1c(C(=O)O)[nH]c2ccccc12)c1cccc(C(F)(F)F)c1,34.2,4.1%,-14.0%,0.3%,32.3%[activator],-23.1%
CCOc1ccccc1NC(=O)Cn1nnc(C(=O)NCc2cccs2)c1N,-78.3*!,-20.4%&-0.3%,5.2%,?,-1.0%,-33.6%

# Some values from the entries so far.
# For HCMV inh, COc1ccc(-c2cc(C(=O)OC3CCOC3=O)c3ccccc3n2)cc1 (stereo not drawn) shows -8.3
# For HCMV inh, COc1ccc2c(c1)C(=O)CC(c1ccccc1F)O2 (stereo not drawn) shows -17.4

# Continuation:
SMILES,HCMV inh,Sm TGR block,FBPA Giardia inh,AmpC inh detg,HCV inh,AmpC inh no detg
Cc1nc2c(=O)n(C)c(=O)[nH]c2n1Cc1ccccc1,30.1,0.0%,?,-6.6%,16.3%,-0.8%
CC(=O)Nc1ccc(NC(=O)CC(C)n2ccc(C)n2)cc1 (stereo not drawn),-11.3,3.7%,.,29.5%,.,.
CCOCCCNC(=O)c1ccc(Cn2c(=S)[nH]c3c([nH]c4ccc(OC)cc43)c2=O)cc1,-32.0,5.2%,1.1%,7.2%,0.2%,-5.5%
O=C(NCCc1csc(-c2cccnc2)n1)c1cccs1,-26.9,12.9%,-1.2%,-0.5%,-5.5%,-11.9%
COc1ccc2c(c1)CC(C(=O)Nc1ccc(Cl)cc1)/C(=N/O)O2 (stereo not drawn),14.8,6.0%,7.5%,-14.3%,?,-27.4%
CCCOC(=O)c1ccc(NC(=O)CCOc2ccccc2)cc1,8.8,6.1%,-4.2%,?,13.5%,-10.5%
Cc1cc(-c2ccccc2)c(C#N)c(=S)[nH]1,64.4,9.0%,3.6%,-8.7%,29.3%,-14.0%
COc1ccc(Cl)cc1C(=O)Nc1sc2c(c1C(=O)OC(C)C)CCCC2,5.6,10.7%,.,13.7%,.,.
C=CCNC(=O)C1CC(=O)N(c2ccc(OCC(=O)Nc3ccc(OC)cc3)cc2)C1 (stereo not drawn),15.8,-8.5%,0.3%,-9.6%,11.8%&-9.8%,3.4%
Cc1cc(NC(=O)c2ccc(Cl)c(Cl)c2)ccc1-c1cc2ccccc2oc1=O,-0.7,-0.5%,.,13.1%,.,.
N/C(CCS(=O)(=O)c1ccc(Cl)cc1)=N\OC(=O)c1ccc(Cl)cc1,16.4,-8.1%,1.1%,6.5%,-22.8%,-10.6%
CCNC(=O)c1ccc(NC(=O)N2CCCCc3ccccc32)cc1,0.0,-6.9%,.,12.3%,.,.
CCOc1cccc2sc(N(Cc3cccnc3)C(C)=O)nc12,0.0,-3.5%,.,-2.3%,.,.
COc1ccc(CCNC(=O)C(C)OC(=O)c2ccco2)cc1OC (stereo not drawn),35.4,-6.8%,-0.6%,-8.9%,14.4%,-4.4%
O=C(CN1C(=O)CC(c2ccccc2)=Nc2ccccc21)NCc1ccccc1,21.6,-10.2%,-7.7%,?,-4.3%,-19.0%
O=[N+]([O-])c1ccc2[nH]c(O)c(N=Nc3ccc(F)cc3)c2c1,1.0,-10.5%,3.1%,-1.7%,?,0.2%

# Source: PubChem BioAssay (National Center for Advancing Translational Sciences (NCATS))
